RXFP1 antag: RXFP1 (human) relaxin receptor antagonism; actives 0.59% (n = 350,000); HEK293-RXFP1, relaxin-stimulated cAMP HTRF, 30 min; active compounds read low; AID 1259400; activity change, negative = inhibition, % at 57.5 µM;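 active means activity change of -60% or lower, but not beyond a set lower limit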; further: on the % scale 0 is the no-effect control and ±100 the full control effect
D1 agonist: human D1 receptor agonism; HEK293 T-REx D1 cells, calcium flux, agonist mode; activation, % at 2 µM; actives 1% (n = 360,000); AID 504660; further: 0% is about no effect
Target sequence (P21728 whole entry, looked up): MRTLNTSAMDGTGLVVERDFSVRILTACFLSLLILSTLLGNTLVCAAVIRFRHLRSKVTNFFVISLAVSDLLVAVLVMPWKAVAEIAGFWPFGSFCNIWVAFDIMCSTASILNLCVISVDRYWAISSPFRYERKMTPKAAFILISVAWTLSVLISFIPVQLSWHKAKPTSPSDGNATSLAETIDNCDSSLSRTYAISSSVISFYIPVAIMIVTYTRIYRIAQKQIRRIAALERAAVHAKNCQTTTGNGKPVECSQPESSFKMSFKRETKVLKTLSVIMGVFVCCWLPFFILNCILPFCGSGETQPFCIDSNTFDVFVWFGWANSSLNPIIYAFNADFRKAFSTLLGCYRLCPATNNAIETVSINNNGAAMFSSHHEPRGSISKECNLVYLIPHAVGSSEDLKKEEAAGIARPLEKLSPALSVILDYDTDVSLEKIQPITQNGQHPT
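Tetracycline-induced HEK293 TREx D1 cells, force-coupled to calcium signalling, were dye-loaded with a no-wash calcium kit. Compound was pin-added after a 10 s baseline. Fluorescence was read kinetically at 1 cycle/s for 180 s, with calcium rises flagged as agonism.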
D1 antagonist: blocks dopamine activation of the human D1 receptor; HEK293 TREx D1 cells, calcium flux, dopamine EC80; active compounds read low; activity change, negative = inhibition, % at 10 µM; actives 3.2% (n = 360,000); AID 504652; in the data active means activity change below about -30%; further: on the % scale 0 is the no-effect control and ±100 the full control effect
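Calcium flux readout: force-coupled, inducible Hek293 Trex D1 line, cells induced overnight at 30 C with tetracycline, dye-loaded 30–90 min at RT. Antagonism scored against EC80 dopamine challenge given 180 s after compound.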
D2 agonist: agonists of human D2 dopamine receptor | P14416 | HEK293 T-REx D2 cells, calcium flux agonist mode | activation, % at 2 µM | actives 0.53% (n = 340,000);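 active means activation over 3 SD above normal in the single-dose calcium agonist read, cut at about 30% in these data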; further: 0% is about no effect
Target sequence (P14416 whole entry, looked up): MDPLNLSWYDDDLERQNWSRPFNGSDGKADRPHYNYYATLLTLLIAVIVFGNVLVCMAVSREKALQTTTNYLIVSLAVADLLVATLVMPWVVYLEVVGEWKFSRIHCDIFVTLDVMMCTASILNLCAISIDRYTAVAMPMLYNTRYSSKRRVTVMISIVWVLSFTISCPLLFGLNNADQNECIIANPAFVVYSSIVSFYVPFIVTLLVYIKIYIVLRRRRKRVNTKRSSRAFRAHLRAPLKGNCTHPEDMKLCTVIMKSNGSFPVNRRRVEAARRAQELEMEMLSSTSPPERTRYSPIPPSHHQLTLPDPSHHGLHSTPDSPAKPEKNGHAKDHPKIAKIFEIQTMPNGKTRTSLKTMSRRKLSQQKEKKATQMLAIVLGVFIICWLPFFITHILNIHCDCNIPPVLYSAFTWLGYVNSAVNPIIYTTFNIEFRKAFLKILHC
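Tetracycline-induced HEK293 Trex cells with D2 receptor force-coupled to calcium signaling, plated overnight at 30 C and loaded with no-wash calcium dye. Calcium flux read kinetically for 180 s after compound addition; responses flag agonists.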
D2 potentiator: positive allosteric modulators of human D2 dopamine receptor. P14416. HEK293 T-REx D2, calcium flux, EC20 dopamine potentiation. potentiation, % at 10 µM. actives 0.34% (n = 340,000). AID 485347;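 active means potentiation over 3 SD above the plate norm, cut at about 30% in these data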; further: 0% is about no effect
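Potentiation of an EC20 dopamine calcium response is measured in a force-coupled, tetracycline-inducible Hek293 Trex D2 line. Compound-only kinetic reads over 180 s flag agonists before dopamine addition.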
TRHR agonist: agonists of human TRH receptor | TRHR cells, calcium flux fluo-8, FDSS agonist mode | activation, % at 2 µM | P34981 | actives 0.18% (n = 360,000); further: 0% is about no effect
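Agonist-mode FDSS calcium read (Ex 480/Em 530, 1 s cycles) in 1536-well TRHR cells with fluo-8 dye, after 10-cycle baseline and 23 nL compound addition; TRH at EC20 (10 nM final) added afterwards for the enhancer phase.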
TRHR enhancer: allosteric enhancers of human TRH receptor. P34981. TRHR cells, fluo-8 calcium fluorescence, EC20 TRH enhancement. enhancement, % at 2 µM. actives 0.66% (n = 360,000). AID 493056; in the data active means enhancement above about 30%; further: 0% is about no effect
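TRHR-expressing cells loaded with fluo-8 calcium dye were read kinetically (ex 480/em 530) during compound addition, then stimulated with an EC20 of TRH (10 nM final). Enhancement of the Gq-mediated intracellular calcium response was scored.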
D2 antag: D2 dopamine receptor (human) antagonism | P14416 | HEK293 TREx D2 cells, calcium flux, dopamine EC80 | inhibition, % at 10 µM | actives 2% (n = 340,000) | AID 485344; in the data active means inhibition above about 30%; further: 0% is about no effect
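Calcium mobilization kinetics were recorded at 1 s intervals in tetracycline-induced HEK293 T-REx D2 cells, first for 180 s after compound addition and then 180 s after EC80 dopamine.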
D1 PAM: human D1 dopamine receptor positive modulation; P21728; HEK293 TREx D1 cells, calcium flux, dopamine EC20 potentiation; potentiation, % at 10 µM; actives 0.036% (n = 360,000); AID 504651; in the data active means potentiation above about 30%; further: 0% is about no effect
Starred values were filed as active, the others as inactive; · = no result given. Unless noted, no stated cut-off is given here; in the data, active means activation above about 30%; inactive means the rest. Not a hit list; 7.3% or so of the library scored in one or more.

#	mol	RXFP1 antag	D1 agonist	D1 antagonist	D2 agonist	D2 potentiator	TRHR agonist	TRHR enhancer	D2 antag	D1 PAM
1	O=c1c([N+](=O)[O-])cccn1Cc1cccc(Cl)c1	·	5	18	-0.3	1	0.7	-6	-23	-9
2	CN(C)S(=O)(=O)c1cccc(CSc2cccc[n+]2[O-])c1	6	4	-15	-0.4	0	0.2	-4	-14	3
3	CCCn1c(N)c(C(=O)CN2CCc3ccccc3C2)c(=O)n(C)c1=O	-12	2	-3	-0.2	8	0.2	-2	-11	-1
4	Cc1ccc2c3c(c(SCC(=O)Nc4nonc4C)nc2c1)CCCC3	-4	2	-15	-0.3	8	-0.6	0	24	5
5	COc1cc(NC(=O)Cc2cccs2)cc(OC)c1	1	2	-33*	-0.3	5	0.4	1	-27	15
6	CCc1ccc(C(=O)COC(=O)c2ccc(-c3nnc(-c4ccccc4)o3)cc2)cc1	-11	2	1	-0.2	-4	0.5	13	-3	1
7	CC1CCc2sc(C(=O)N3CCC(C(N)=O)CC3)cc2C1 (stereo not drawn)	-5	3	19	0.2	-16	0.6	2	9	-5
8	O=C(Nc1cccc(F)c1)NC1(C(=O)NCC2CCCO2)CCCCC1 (stereo not drawn)	10	3	-1	-0.1	11	-0.2	-2	4	-4
9	Cc1ccccc1NC(=O)Cc1ccccc1	-8	1	-1	-0.5	-2	0.2	1	-18	-5
10	CCOc1ccc(N(CC(=O)NC2CCCCC2)S(=O)(=O)c2c(C)noc2C)cc1	·	3	-1	-2.9	-3	-0.9	-8	-9	4

Continued:
#	mol	RXFP1 antag	D1 agonist	D1 antagonist	D2 agonist	D2 potentiator	TRHR agonist	TRHR enhancer	D2 antag	D1 PAM
11	Cc1cccc(OCCSc2ncnc3nc[nH]c23)c1	-5	10	-24	-0.4	-7	-0.8	5	-7	-8
12	C=CCn1c(C)cc(C(=O)CSc2nnc(NCc3ccccc3)s2)c1C	-3	0	3	·	·	-1.2	4	·	-1
13	Cc1cccc(-n2ccnc2SCC(=O)c2c(N)n(C3CC3)c(=O)[nH]c2=O)c1C	0	6	32	0.0	4	0.0	9	-18	·
14	O=C(NNC(=O)c1cc2ccccc2cc1O)Nc1ccc(F)cc1F	-10	16	-10	·	-13	2.0	-5	-14	2
15	CCOC(=O)c1nn(-c2ccc(C)cc2)c(=O)cc1OCC(=O)N1CCN(c2ccccc2)CC1	-12	1	6	0.5	-3	0.0	-1	7	-7
16	Cc1c(C(=O)N2CCC(c3nc4ccccc4s3)CC2)oc2cc(Br)ccc12	-16	13	16	-1.5	-11	-0.6	7	·	2
17	CCN(CC)CCCNC(=O)c1ccc2c(SCC(=O)O)c3c(nc2c1)CCC3	·	1	-2	2.1	-15	-0.3	-2	-9	1
18	CC1(CCc2ccccc2)NC(=S)N(c2ccccc2)N1 (stereo not drawn)	-6	2	6	-0.5	5	0.1	1	-9	3
19	COc1ccc(-c2noc(-c3ccccc3Cl)n2)cc1OC	-10	9	26	-1.2	14	-1.7	3	-13	10
20	COc1ccc(CNC(=O)CCCn2c(=O)c3cccn3c3ccc(F)cc32)cc1OC	-38	2	6	-0.2	5	-0.1	7	·	-3

Going on with the list:
#	mol	RXFP1 antag	D1 agonist	D1 antagonist	D2 agonist	D2 potentiator	TRHR agonist	TRHR enhancer	D2 antag	D1 PAM
21	CCC(C)NC(=O)C1c2ccccc2C(=O)N1Cc1ccc(OC)cc1OC (stereo not drawn)	-7	3	-2	0.5	5	0.2	-2	-1	2
22	COc1cc(C2CC(=O)c3cnc(N4CCN(Cc5ccccc5)CC4)nc3C2)cc(OC)c1OC (stereo not drawn)	9	4	2	·	·	0.2	-4	·	0
23	Cc1ccc(NC(=O)C2CCCN(C(=O)c3ccc(Cl)cc3)C2)c(C)c1 (stereo not drawn)	2	2	-28	0.0	-1	1.7	0	29	-7
24	COc1ccc(S(=O)(=O)N2CC=C(C(=O)NC3CCCC3)CC2)cc1	7	0	2	0.7	9	-0.4	-6	-9	-2
25	CCOc1ccccc1/C=N/NC(=O)c1cccc(Cl)c1	-2	2	-12	-0.8	-22	-0.3	-4	-15	-4
26	CCCOc1ccc(-c2nonc2NC(=O)c2ccco2)cc1OCCC	-1	-1	-1	-0.6	-2	-0.7	2	·	-2
27	O=S1(=O)N=C2CCCCCN2C(c2ccc(Cl)cc2)N1 (stereo not drawn)	-2	6	-4	4.3	6	0.6	2	16	2
28	CCCOc1ccc(NC(=O)CC2C(=O)N(CC)C(=S)N2Cc2cccs2)cc1 (stereo not drawn)	-23	1	-2	0.4	26	0.5	1	-5	-1
29	COc1ccc(-n2nc(C(=O)NCC(=O)N3CCCC3)c3ccccc3c2=O)cc1	0	2	-2	-0.2	16	-0.2	2	13	7
30	O=C(Nc1ccc(N2CCN(C(=O)c3ccco3)CC2)cc1)c1ccccc1	-19	1	-56*	-0.2	11	0.0	4	2	2

Further results follow.
#	mol	RXFP1 antag	D1 agonist	D1 antagonist	D2 agonist	D2 potentiator	TRHR agonist	TRHR enhancer	D2 antag	D1 PAM
31	Cc1cccc(C2c3[nH]c4ccccc4c3CCN2C(=O)c2cc(C(C)C)nc(N)n2)n1 (stereo not drawn)	-6	5	-23	-1.2	4	-0.6	1	-5	1
32	COc1ccc(-n2nc(C(=O)NCC(=O)O)c3ccccc3c2=O)cc1	-3	1	1	0.0	0	-1.6	-11	6	10
33	CC(=O)Nc1cccc(C(=O)OC(C(=O)c2ccc(C)c(C)c2)c2ccccc2)c1 (stereo not drawn)	-6	1	19	0.8	16	1.2	4	-7	7
34	CC(C)(C)NC(=O)COC(=O)C1c2ccccc2Oc2ccccc21	-9	1	-3	3.0	5	-0.6	-1	10	-10
35	Cc1[nH]c(C)c(C(=O)/C=C/c2ccc([N+](=O)[O-])cc2)c1C	1	4	-15	0.5	1	-0.4	0	-4	0
36	CC(C)CCNC(=O)CSc1nc2ccccc2c(=O)[nH]1	-15	2	-3	0.5	-2	0.4	0	-6	-2
37	O=C1CCC(C(=O)N2CCCCO2)CN1Cc1cccc(F)c1 (stereo not drawn)	17	4	5	·	13	0.3	2	·	-3
38	Cc1ccc(S(=O)(=O)c2c(N)n(NC(=O)c3ccccc3C)c3nc4ccccc4nc23)cc1	-6	0	-3	-0.2	10	0.7	6	-14	11
39	CCOc1ccc(N=C(/C(C(=O)C(=O)N2CCOCC2)=C(\O)c2ccccc2)c2ccccc2)cc1	1	2	4	0.6	-2	-0.3	1	0	-1
40	CC(C(=O)NC(C)(C)C)N1C(=O)c2cccc3cccc(c23)C1=O (stereo not drawn)	-24	1	-71*	0.0	-14	-0.7	-22	6	-4

(continued)
#	mol	RXFP1 antag	D1 agonist	D1 antagonist	D2 agonist	D2 potentiator	TRHR agonist	TRHR enhancer	D2 antag	D1 PAM
41	O=C(COc1cc(F)ccc1[N+](=O)[O-])Nc1ccc(N2CCCCC2)cc1	-34	-2	9	0.5	-8	-1.1	8	-7	2
42	CCCSc1nc(C)c(-c2csc(C(C#N)=C3CCCC3)n2)cc1C#N	-1	0	30	0.1	0	-1.0	4	-12	-5
43	COc1ccc(Cl)cc1NC(=O)CN(C)C(=O)c1ccc2n[nH]nc2c1	8	0	0	0.5	-18	0.2	2	-5	8
44	Cn1c(COc2ccccc2)nnc1SCC(=O)Nc1ccc(N2CCOCC2)c(Cl)c1	-3	0	7	-0.3	-7	-0.3	0	4	1
45	CC(=O)CCS(=O)(=O)c1ccc(Oc2ccc(S(=O)(=O)CCC(C)=O)cc2)cc1	20	5	-11	0.2	0	-0.2	-6	12	4
46	COc1ccc(S(=O)(=O)N2CCN(C3Cc4ccccc4C3)CC2)cc1	0	4	5	-1.4	-3	-0.5	5	-13	-1
47	COc1c(O)ccc2cnn(-c3ccccc3C)c(=O)c12	-12	0	6	-0.2	-1	-0.9	-1	-11	-1
48	COc1ccc(CSCC(=O)NN=C2CCN(C)CC2)cc1	-2	1	1	1.8	16	0.2	13	-19	-4
49	CC(C)Oc1ccc(/C(O)=C2/C(=O)C(=O)N(CCN3CCOCC3)C2c2ccccc2)cc1 (stereo not drawn)	3	1	-9	-0.9	18	0.9	-1	-3	0
50	N#CC1=C(Nc2ccc(Br)cc2)CCC1	-3	0	-22	-0.8	-9	-0.2	-1	-7	-1

Another view of some results above:
45. CC(=O)CCS(=O)(=O)c1ccc(Oc2ccc(S(=O)(=O)CCC(C)=O)cc2)cc1
46. COc1ccc(S(=O)(=O)N2CCN(C3Cc4ccccc4C3)CC2)cc1

assay / entry	45	46
RXFP1 antag	20	0
D1 agonist	5	4
D1 antagonist	-11	5
D2 agonist	0.2	-1.4
D2 potentiator	0	-3
TRHR agonist	-0.2	-0.5
TRHR enhancer	-6	5
D2 antag	12	-13
D1 PAM	4	-1

In the list so far, these have a halogen:
#	mol	RXFP1 antag	D1 agonist	D1 antagonist	D2 agonist	D2 potentiator	TRHR agonist	TRHR enhancer	D2 antag	D1 PAM
1	O=c1c([N+](=O)[O-])cccn1Cc1cccc(Cl)c1	·	5	18	-0.3	1	0.7	-6	-23	-9
8	O=C(Nc1cccc(F)c1)NC1(C(=O)NCC2CCCO2)CCCCC1 (stereo not drawn)	10	3	-1	-0.1	11	-0.2	-2	4	-4
14	O=C(NNC(=O)c1cc2ccccc2cc1O)Nc1ccc(F)cc1F	-10	16	-10	·	-13	2.0	-5	-14	2
16	Cc1c(C(=O)N2CCC(c3nc4ccccc4s3)CC2)oc2cc(Br)ccc12	-16	13	16	-1.5	-11	-0.6	7	·	2
19	COc1ccc(-c2noc(-c3ccccc3Cl)n2)cc1OC	-10	9	26	-1.2	14	-1.7	3	-13	10
20	COc1ccc(CNC(=O)CCCn2c(=O)c3cccn3c3ccc(F)cc32)cc1OC	-38	2	6	-0.2	5	-0.1	7	·	-3
23	Cc1ccc(NC(=O)C2CCCN(C(=O)c3ccc(Cl)cc3)C2)c(C)c1 (stereo not drawn)	2	2	-28	0.0	-1	1.7	0	29	-7
25	CCOc1ccccc1/C=N/NC(=O)c1cccc(Cl)c1	-2	2	-12	-0.8	-22	-0.3	-4	-15	-4
27	O=S1(=O)N=C2CCCCCN2C(c2ccc(Cl)cc2)N1 (stereo not drawn)	-2	6	-4	4.3	6	0.6	2	16	2
37	O=C1CCC(C(=O)N2CCCCO2)CN1Cc1cccc(F)c1 (stereo not drawn)	17	4	5	·	13	0.3	2	·	-3
41	O=C(COc1cc(F)ccc1[N+](=O)[O-])Nc1ccc(N2CCCCC2)cc1	-34	-2	9	0.5	-8	-1.1	8	-7	2
43	COc1ccc(Cl)cc1NC(=O)CN(C)C(=O)c1ccc2n[nH]nc2c1	8	0	0	0.5	-18	0.2	2	-5	8
44	Cn1c(COc2ccccc2)nnc1SCC(=O)Nc1ccc(N2CCOCC2)c(Cl)c1	-3	0	7	-0.3	-7	-0.3	0	4	1
50	N#CC1=C(Nc2ccc(Br)cc2)CCC1	-3	0	-22	-0.8	-9	-0.2	-1	-7	-1

Source: PubChem
